F508del corr: CFTR F508del correction in bronchial cells; 350,000 compounds, 0.36% hits; CFBE cells, YFP halide quenching; stimulated with forskolin plus potentiator P3; % fluorescence drop versus neutral controls; activity (quench increase), % at 7.58 µM;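 active = mean added fluorescence quench of at least 8% versus neutral control, with both replicates also reaching 8%; inconclusive = only one of the mean or replicate conditions met; inactive = mean below 8% and not both replicates reaching 8%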;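 also: cells transiently co-express mutant CFTR-F508del with the halide-sensitive YFP; corrector assay measuring rescue of mutant channel to the surface after 24 h compound exposure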
INS-1E GSIS act: primary screen for activators of insulin secretion dependent on glucose, INS-1E cells, GLuc reporter luminescence | INS-1E GLuc reporter insulin secretion, 2-3 h | activation, % at 16.6 µM | 370,000 compounds, 0.61% hits;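 active = lowest replicate activation of at least 40%, so every replicate reaches that level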;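 also: 0% = median of neutral control wells and 100% = median of IBMX positive control wells; some compounds called inactive have numbers as strong as hits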
miR-122 sensor: miR-122 inhibition in Huh7 cells; AID 602342; 340,000 compounds, 0.3% hits; activation (reporter increase), % at 12.5 µM; Huh7 miR-122 Renilla luciferase sensor, 48 h; neutral wells = 0, positive control = 100;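 active = mean replicate activation score at least 90 and every replicate individually at or above 90; inconclusive = only one of the two criteria met; inactive = neither criterion met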;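 also: higher luciferase means less miR-122 activity so hits act as miR-122 inhibitors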
PAX8 inh HTS: lowers PAX8-driven luciferase in RMG-I cells; RMG-I TPO-luciferase reporter, SteadyGlo, 24 h; inhibition, % at 12.6 µM; 360,000 compounds, 1.2% hits; AID 652154;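 active = mean replicate inhibition at least 60% with every replicate also reaching 60%; inconclusive = only one of the two criteria is met; inactive = mean below 60% and not all replicates reaching 60%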;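 also: luciferase light reporting Pax8 driven TPO promoter activity; plate controls were median of neutral control wells for no effect and mitoxantrone controls for full effect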
DENV2 CPE: protects cells from dengue virus 2 cytopathic effect; DENV2-infected cells, cytopathic effect rescue, plate reader; CPE inhibition, % at 9.99 µM; 350,000 compounds, 1.7% hits; AID 651640; in the data active = CPE inhibition above about 20%, passing the limit was not always enough; inconclusive = no clear call, values can overlap the other calls; tested in BHK-21 cells;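 also: 0% = median of neutral control wells and 100% = median of positive control wells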
FN deposition inh: fibronectin deposition inhibition | AH1F fibroblasts, Alexa488-fibronectin deposition fluorescence, overnight | inhibition, % at 12.6 µM | 350,000 compounds, 0.086% hits;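 active = mean inhibition across replicates of 30% or more, regardless of how many single replicates reach that level; inconclusive = mean under 30% yet at least half of replicates reach 30%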;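 also: positive control wells lacked labelled fibronectin entirely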
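material = AH1F fibroblast monolayer depositing Alexa488-labelled fibronectin into matrix | amount = 10000 AH1F cells/well | buffer or medium = DMEM plus 2% serum, read in PBS | incubation = 1 h cell adhesion before compound, then overnight fibronectin incubation | detection = fluorescence at 485 nm excitation, 525 nm emission | evaluation = percent inhibition as loss of matrix-bound fibronectin fluorescence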
EWS-Fli inh: blocks EWS/Fli oncoprotein-driven transcription; A673 NR0B1-luciferase reporter, viability-normalised; inhibition, % at 12.6 µM; 350,000 compounds, 0.67% hits;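 active = mean inhibition of at least 50% after viability correction, with every replicate also passing that limit; inconclusive = mean reaches 50% but only one of two replicates passes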;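 also: firefly luciferase signal divided by Alamar Blue viability fluorescence both relative to DMSO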
Numbers without * were called inactive; ? = inconclusive; . = no result given; [ ] = remark or other dose. No enrichment for hits. About 3.9% of those tested had a hit in this group.

SMILES	F508del corr	INS-1E GSIS act	miR-122 sensor	PAX8 inh HTS	DENV2 CPE	FN deposition inh	EWS-Fli inh
Cc1ccccc1Cn1cnc2ccccc2c1=O	.	.	.	160.1*	-7.4	-4.4	-5.6
C[C@@H]1CCCCO[C@H](CN(C)CC2CCCCC2)[C@H](C)CN([C@H](C)CO)C(=O)c2cc(NC(=O)C3CCCCC3)ccc2O1	2.0	-16.7	8.5[16.7 µM]	-5.3	-11.4	.	4.9
CCCNC(=O)C1(C)CCCN(Cc2ccc(-c3ccccc3)cc2)C1 (centres undefined)	-3.8	.	-8.9	-10.2	12.6	-5.3	15.2
CCCCCCOc1ccc(N2C(=O)CC(N(CCc3ccc(S(N)(=O)=O)cc3)C(C)=O)C2=O)cc1 (centres undefined)	.	-6.2	.	-9.5	-10.0	.	8.2
CCOC(=O)c1ccc(NC(=S)NCC(O)c2ccccc2)cc1 (centres undefined)	.	-8.8	.	-14.0	.	8.3	.
O=C(Nc1ccc(C(=O)O)cc1)/C(=C\c1ccco1)NC(=O)c1ccccc1	-3.2	2.2	.	15.1	1.7	.	1.2
Cc1ccc(S(=O)(=O)Cc2ccccc2Cl)cc1	.	14.5	.	49.4	29.5*	-3.9	-12.7
COc1cccc(SCC(=O)N2CCN(c3ccccc3)CC2)c1	-4.8	.	.	-24.0	-6.3	-5.0	-6.0
CCOC(=O)C1CCN(Cc2c(O)c3ccccc3oc2=O)CC1	.	-10.4	.	-11.4	-5.9	.	-15.1
COC(=O)C(NC(=O)c1ccccc1Cl)(Nc1ncc(S(=O)(=O)c2ccc([N+](=O)[O-])cc2)s1)C(F)(F)F (centres undefined)	.	-23.6	-7.2	26.4	.	5.7	.
COc1cc(NC(=S)Nc2ccc(S(=O)(=O)N3CCOCC3)cc2)cc(OC)c1OC	-0.4	-2.0	-0.3	.	4.7	.	-10.6
CN(C)c1cccc(C(=O)Nc2ccc3nc4n(c(=O)c3c2)CCCCC4)c1	2.9	10.2	1.5	-12.5	1.9	1.1	-30.5
O=C(C1CCCC1)N1CC2(C1)[C@@H](c1ccccc1)[C@H](CO)N2Cc1ccccc1F	3.0	-16.1	.	-3.8	0.2	8.5	-4.9
C[C@H]1CCCCO[C@H](CN(C)Cc2ccc(C(=O)O)cc2)[C@@H](C)CN([C@@H](C)CO)C(=O)c2cc(NC(=O)Nc3cccc4ccccc34)ccc2O1	-2.2	-2.9	-0.3[16.7 µM]	-0.5	6.2	.	0.8
COCCC(=O)N1CCC(Oc2ccc(C(=O)NCc3ncc(C)[nH]3)cc2)CC1	-0.8	4.7	.	2.9	4.8	.	9.8
COc1ccc(-c2cc(NCc3ccccn3)n3ncnc3n2)cc1	.	.	-0.5	-8.0	.	3.8	.
CNC(=O)CSc1nc2ccccc2c(=O)n1CCc1ccccc1	-1.2	7.7	-1.9	16.6	18.2	-1.6	-1.5
COc1ccc(CC(N)c2csc(NC(=O)c3cccs3)n2)cc1 (centres undefined)	5.2	-4.9	-6.5	4.7	?	-2.9	16.2
Brc1ccc2[nH]c3c(c2c1)CCC3	2.4	.	9.8	-20.0	-1.6	2.7	-40.4
COC(=O)[C@H]1[C@H](CO)[C@H]2Cn3c(ccc(-c4ccccc4F)c3=O)[C@H]2N1Cc1ccncc1	.	-1.4	.	-8.7	-2.3	.	-2.0
O=c1c(Cl)cc(Cl)nn1-c1ccccc1	.	-3.2	.	87.8*	?	14.0	64.0*
CNC[C@@H]1OCCCC[C@H](C)Oc2ccc(NC(=O)Nc3cccc4ccccc34)cc2C(=O)N([C@@H](C)CO)C[C@@H]1C	-2.4	-3.4	-1.1[16.7 µM]	-27.0	.	.	1.9
Cc1ccc(S(=O)(=O)N2[C@@H](CCO)OC[C@H]2C(C)C)cc1	-0.2	25.9	.	-3.4	0.4	6.6	3.6
CCc1noc(C)c1C(=O)Nc1cc(Cl)ccc1N1CCCC1	1.8	-3.8	-0.7	-4.5	?	-1.4	-0.4
O=[N+]([O-])c1cccc(-c2n[nH]c(=S)n2-c2ccc(Br)cc2)c1	-0.7	6.9	0.5	8.7	-1.9	-3.5	13.6
CCCNC(=O)N1CC2(CN(CC3CCOCC3)C2)c2c(n(C)c3cc(OC)ccc23)[C@H]1CO	3.2	18.8	.	.	?	.	-21.3
O=C(NCCc1c[nH]c2ccccc12)c1cc([N+](=O)[O-])cc([N+](=O)[O-])c1	-3.6	-0.6	-3.1	9.3	-6.1	-2.5	13.0
O=C(CCN1CCC2CCC(C2)C1)c1ccc(F)cc1 (centres undefined)	-1.9	.	-7.0	0.4	16.0	-1.9	-3.4
COc1ccc2c3c([nH]c2c1)[C@H](CO)N(S(C)(=O)=O)CC31CCN(C(=O)CN(C)C)CC1	-1.1	10.8	.	.	-2.6	.	-2.6
CO[C@H]1CN(C)C(=O)c2cc(NC(=O)c3ccccc3)ccc2OC[C@@H](C)N(C(C)=O)C[C@@H]1C	-2.5	.	-28.6[16.7 µM]	.	-3.1	.	0.6
O=C1NC(=S)NC(=O)C1=Cc1ccccc1C(=O)O	.	10.5	0.2	2.8	-2.3	1.3	-1.6
CN1C(=O)C(C)(C)c2cc(S(=O)(=O)N3CCC(C(=O)NCc4ccc(Cl)cc4)CC3)ccc21	-2.6	-33.2	-3.8	24.2	-4.5	-2.6	.
O=C(Nc1ccccc1N1CCCCC1)c1ccc(Cl)c([N+](=O)[O-])c1	-1.9	15.7	-18.4	6.9	2.5	-5.3	8.5
C/C(=N\NC(=O)c1ccccc1O)C1CC1	3.0	13.5	21.0	14.5	3.7	0.2	-6.4
COCCCN1C(=O)C(=O)/C(=C(/O)c2ccc(S(=O)(=O)N3CCCCC3)cc2)C1c1ccc(F)cc1 (centres undefined)	2.8	3.0	-3.0	14.3	-6.7	0.4	2.5
CCCCCc1ccc(-c2ccc(OC)cc2)nc1	-1.1	7.8	-6.7	-208.4	-2.4	-12.2	-74.6
CCCOP(=O)(OCCC)C(Nc1ccc(C(=O)O)cc1)c1ccccc1 (centres undefined)	-1.6	-5.2	.	11.1	.	-11.9	4.7
CC(=O)N1CCCCN2[C@@H](CO)[C@H](c3ccc(C#Cc4ccccc4F)cc3)[C@@H]2C1	0.9	-16.8	-4.0[16.7 µM]	-4.9	22.9*	.	-7.4
C[C@@H](NC(=O)C[C@H]1CC[C@H](NC(=O)C2CCOCC2)[C@@H](CO)O1)c1ccccc1	1.6	-10.6	.	5.3	8.1	-10.4	-7.1
CCOC(=O)c1cc(=O)c2ccc(OCc3ccccc3)cc2o1	-0.2	5.2	.	21.6	4.2	-1.9	8.0
C=CCOc1ccc(C(c2c(O)nc(SC)[nH]c2=O)c2c(O)nc(SC)[nH]c2=O)cc1	0.6	4.9	-1.5	-53.3	?	-0.4	8.5
CCOC(=O)C1CCN(C(=O)CS(=O)Cc2nc(-c3ccc(C)cc3)oc2C)CC1 (centres undefined)	-3.8	.	.	7.7	-3.0	3.0	-7.7
O=C(C1CCC(CNS(=O)(=O)c2cccc3cccnc23)CC1)N1CCCC1 (centres undefined)	-0.6	0.0	1.6	-9.1	0.8	-5.3	-0.2
CO[C@H]1CN(C)C(=O)c2cc(NC(=O)c3cc(C)on3)ccc2OC[C@@H](C)N(CC2CC2)C[C@@H]1C	-0.9	3.2	.	-7.5	-0.4	0.2	-2.3
C=CC[C@]1(C(=O)N(C)C)COC(c2ccc(OCCCO)cc2)=N1	-2.9	.	.	2.8	.	.	0.3
Nc1cc2cccnc2cc1Cl	-3.9	13.9	.	9.6	-4.1	-2.2	-2.5
c1cnc(N2CCN(c3ccc4ccccc4n3)CC2)nc1	3.5	14.6	5.2	-191.9	-1.0	-4.9	.
CN1OC[C@@H]2CN(S(=O)(=O)c3ccccc3)[C@H](c3ccc(-n4ccnc4)cc3)C[C@@H]21	-2.2	16.0	6.3	5.1	1.9	-5.0	-4.0
COc1cc(NC(=O)C/C(C)=N/NC(=O)C(OC)c2ccccc2)c(OC)cc1Cl (centres undefined)	.	-14.0	9.7	11.3	.	5.1	.
CSc1ccc(CN(C)CC(=O)Nc2ccccc2Br)cc1	.	-10.8	.	-1.7	.	1.4	.
COc1cc(NS(C)(=O)=O)c(OC)cc1NC(=O)c1ccccc1	.	.	5.1	-6.1	.	0.0	.
O=C(O)CCS(=O)(=O)c1ccc(-c2ccccc2)cc1	.	.	.	-14.8	-5.0	8.2	-4.0
C[C@@H]1CN([C@H](C)CO)C(=O)c2cc(NC(=O)C3CCCCC3)ccc2O[C@@H](C)CCCCO[C@@H]1CN(C)CC1CCCCC1	2.6	-29.1	3.1[16.7 µM]	-29.8	-13.1	.	-1.6
COc1ccccc1S(=O)(=O)N1CC[C@H]2[C@H](CO)Nc3ccc(-c4ccc(F)cc4)cc3[C@H]21	0.4	5.1	-9.6[16.7 µM]	71.8*	-23.7	7.8	0.5
O=C(Nc1ccn(CCCN2CCN(c3ccccn3)CC2)c(=O)n1)OCc1ccccc1	-0.6	5.4	0.4	16.1	-2.2	-10.9	-3.2
COc1ccc(S(=O)(=O)N[C@H]2CC[C@@H](CC(=O)O)O[C@@H]2CO)cc1	-1.8	-0.2	.	-18.5	-4.2	-5.9	-2.7
CC(C)(C)[C@@H]1C=C(C(N)=O)O[C@H](OCCCCO)C1	-3.4	1.2	-4.9	19.4	10.9	-0.7	-2.1
CC(=O)NC1=C(NC2CCS(=O)(=O)C2)C(=O)c2ccccc2C1=O (centres undefined)	.	-21.6	-5.9	14.9	.	7.3	.
OC(COCc1cccs1)CN1CCN(c2ccccc2Cl)CC1 (centres undefined)	.	11.7	.	8.4	.	1.9	.
CC(C)NC(=O)[C@H]1N2C(=O)c3ccccc3C2SC1(C)C (some centres undefined)	-1.1	-8.9	1.0	15.9	6.4	1.1	11.2

More structures
SMILES	F508del corr	INS-1E GSIS act	miR-122 sensor	PAX8 inh HTS	DENV2 CPE	FN deposition inh	EWS-Fli inh
CCOc1ccc(-c2nc(-c3ccccc3)no2)cc1OCC	-1.7	3.3	-3.8	-194.2	0.6	-11.0	-95.5
CN1C(=O)c2cc(NC(=O)c3ccccc3Cl)ccc2OC[C@H]2O[C@@H](CC(=O)O)CC[C@H]21	-0.4	9.4	10.0[16.7 µM]	12.3	5.8	-9.9	-2.6
CC1CN(c2snnc2C=C2C(=O)OC(C)(C)OC2=O)CC(C)O1 (centres undefined)	-1.6	12.4	-0.8	12.3	-2.3	-4.7	1.6
O=C(c1ccc(-c2cccc(C(F)(F)F)c2)o1)N1CCN(c2ccccc2O)CC1	0.3	-4.3	-0.9	3.8	-7.3	.	-5.2
Nc1ccc(C(=O)N2N=C(c3ccc(F)cc3)CC2(O)C(F)(F)F)cc1 (centres undefined)	1.8	3.7	5.6	-18.0	9.9	-4.1	-6.2
CC(C)CC1COC(=O)N1 (centres undefined)	-1.7	7.0	-6.2	2.5	2.8	-2.0	-7.2

Reprinted at random: two entries already listed, in no set order.
SMILES	F508del corr	INS-1E GSIS act	miR-122 sensor	PAX8 inh HTS	DENV2 CPE	FN deposition inh	EWS-Fli inh
CCOc1ccc(-c2nc(-c3ccccc3)no2)cc1OCC	-1.7	3.3	-3.8	-194.2	0.6	-11.0	-95.5
CC(C)CC1COC(=O)N1 (centres undefined)	-1.7	7.0	-6.2	2.5	2.8	-2.0	-7.2
